STAT1 inh: STAT1 signaling inhibition; NIH 3T3 STAT1-luciferase reporter, IFN-gamma, luminescence; inhibition, % at 5.5 µM; 200,000 compounds, 0.35% hits;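 active means inhibition above a set limit, the mean inhibition across all tested compounds plus 3 SD, cut at about 34% in these data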;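 further: 0% = IFN-gamma with DMSO and 100% = IFN-gamma with 300 µM nifuroxazide; values of inactives mirror those of a sister screen read the other way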
TLR4-MyD88 BLA: blocks binding of human TLR4 to MyD88. O00206+Q99836. inhibition, % at 8.4 µM. 200,000 compounds, 0.18% hits. HeLa CL3-4 TLR4/MyD88 BLA complementation, FRET ratio; in the data active means inhibition above about 25%;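 further: 0% = vehicle and 100% = reference inhibitor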
Target sequence (O00206 whole entry, looked up): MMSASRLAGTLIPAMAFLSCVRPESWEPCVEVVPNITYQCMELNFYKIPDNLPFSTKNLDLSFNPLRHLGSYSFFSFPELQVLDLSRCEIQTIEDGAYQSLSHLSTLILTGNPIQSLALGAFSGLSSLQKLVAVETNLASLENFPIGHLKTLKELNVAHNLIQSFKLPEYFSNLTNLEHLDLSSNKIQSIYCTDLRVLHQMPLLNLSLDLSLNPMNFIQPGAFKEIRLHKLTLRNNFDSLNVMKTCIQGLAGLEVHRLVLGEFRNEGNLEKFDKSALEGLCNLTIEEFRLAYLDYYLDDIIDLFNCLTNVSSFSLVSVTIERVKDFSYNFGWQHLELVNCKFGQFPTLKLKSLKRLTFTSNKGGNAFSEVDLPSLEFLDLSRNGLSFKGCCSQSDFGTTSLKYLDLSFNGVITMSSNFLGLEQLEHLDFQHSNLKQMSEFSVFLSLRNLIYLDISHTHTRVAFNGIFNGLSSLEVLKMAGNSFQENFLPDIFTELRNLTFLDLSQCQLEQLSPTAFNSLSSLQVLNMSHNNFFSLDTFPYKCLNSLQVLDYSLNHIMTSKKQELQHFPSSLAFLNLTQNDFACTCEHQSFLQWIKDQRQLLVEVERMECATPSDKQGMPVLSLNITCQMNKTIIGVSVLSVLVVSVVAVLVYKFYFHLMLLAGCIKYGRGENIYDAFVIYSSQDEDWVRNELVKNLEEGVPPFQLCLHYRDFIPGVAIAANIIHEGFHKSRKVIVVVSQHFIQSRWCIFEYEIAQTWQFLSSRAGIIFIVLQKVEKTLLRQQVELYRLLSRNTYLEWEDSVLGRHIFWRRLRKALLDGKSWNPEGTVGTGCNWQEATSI
Target sequence (Q99836 whole entry, looked up): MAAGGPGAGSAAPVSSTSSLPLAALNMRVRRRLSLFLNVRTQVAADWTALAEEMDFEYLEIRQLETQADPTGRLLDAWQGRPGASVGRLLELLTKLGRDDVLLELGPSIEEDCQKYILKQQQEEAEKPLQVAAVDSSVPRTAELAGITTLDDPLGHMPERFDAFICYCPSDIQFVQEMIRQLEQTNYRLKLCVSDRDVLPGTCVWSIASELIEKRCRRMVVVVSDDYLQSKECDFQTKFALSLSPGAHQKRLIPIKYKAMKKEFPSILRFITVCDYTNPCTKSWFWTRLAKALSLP
G6PDH CS: counter-screen for G6PDH assay hits: L. mesenteroides G6PDH inhibition; AID 1020; inhibition, % at 5 µM; 200,000 compounds, 0.12% hits; Purified L. mesenteroides G6PDH, diaphorase/resazurin coupled fluorescence, 45 min; in the data active means inhibition above about 50%
Diaph inh CS: counter-screen for diaphorase-based assays: diaphorase inhibitors and chemical oxidizers | diaphorase resazurin-to-resorufin fluorescence, NADH, 16 min; bacterial (C. kluyveri) enzyme, not human | inhibition, % at 20 µM | 190,000 compounds, 0.69% hits;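 active means primary screen inhibition at 20 µM above a set limit, cut at about 50% in these data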;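 further: plate controls were DMSO with full reaction for no effect and wells lacking NADH for full effect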
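Detection: fluorescence of resorufin formed from resazurin, Ex 544/Em 590 nm; test system: Clostridium kluyveri diaphorase enzyme; amount: 0.14 U/mL diaphorase, enzyme working solution; times: 16-min room-temperature incubation before reading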
STAT1 activator: activators of IFN-gamma induced STAT1 signaling; NIH 3T3 STAT1-luciferase reporter, luminescence; 100% = IFN-gamma alone, no compound; activation (% of control), % at 5.5 µM; 200,000 compounds, 2.6% hits;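 active means activation above the screen-wide mean activation plus 3 SD, cut at about 130% in these data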;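 further: raw ratio to IFN-gamma control signal so 100% means no change and 0% no light; values of inactives mirror those of a sister screen read the other way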
STAT3 activator: activators of IL-6 induced STAT3 signaling. activation (% of control), % at 5.6 µM. AID 871. 190,000 compounds, 0.91% hits. U3A cells, IL-6 STAT3-luciferase reporter, luminescence; 100% = signal with IL-6 EC80 alone;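 active means activation above the screen-wide mean of compound activation plus 3 SD, cut at about 130% in these data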;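 further: 0% = background luminescence of wells with medium and substrate only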
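Material: STAT1-lacking human U3A cells, STAT3 luciferase reporter | Benchmarks: IL-6-only wells as 100% reference | Probe or stimulus: IL-6 (33 ng/mL) | Timing: Compound 1 h, then IL-6 6 h at 37 °C | Detection: Luminescence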
Hsp70 act: Hsp70 transcriptional activation, primary screen; HeLa Hsp70 promoter luciferase reporter, luminescence; scaled: vehicle 0, proteasome-inhibitor control 100%; AID 1203; activation, % at 10 µM; 200,000 compounds, 0.04% hits;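 active means activation above the mean across all tested compounds plus 3 SD, cutoff set per campaign, cut at about 5.5% in these data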;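 further: 100% = MG132 at 30 µM as the positive control and 0% = DMSO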
Diaphorase act: diaphorase activation or chemical reduction counter-screen; Diaphorase/resazurin coupled assay, resorufin fluorescence, 16 min; hits give high values; 1 = vehicle wells, 0 = NADH-free wells; 190,000 compounds, 0.005% hits; activation factor at 20 µM;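 active means diaphorase activity raised at least twofold by the compound at 20 µM; inactive means activation factor below 2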
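Assay system: bacterial diaphorase enzyme (C. kluyveri) / Input: enzyme 0.07 U/mL final / Medium: 50 mM HEPES pH 7.4 with 4.542 mM MgCl2, 0.005% Tween 20 / Doses: single compound dose of 20 µM, 1% DMSO final / Incubation: 16 min enzyme reaction, ambient temperature / Signal: fluorescence, excitation 544 nm and emission 590 nm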
APP transl inh: APP translation inhibition; inhibition, % at 2 µM; AID 1285; SH-SY5Y APP 5'UTR-luciferase reporter, luminescence; 190,000 compounds, 0.82% hits;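 active means inhibition above a set limit, derived from the sample mean plus 3 SD, cut at about 45% in these data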; further: values of inactives mirror those of a sister screen read the other way
STAT3 inh: inhibitors of IL-6 induced STAT3 signaling; U3A cells, IL-6 STAT3-luciferase reporter, luminescence; host cell line lacks STAT1; AID 862; inhibition, % at 5.5 µM; 190,000 compounds, 0.89% hits;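 active means inhibition above the mean inhibition across all screened compounds plus 3 SD, cut at about 44% in these data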;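 further: 0% = DMSO only wells and 100% = 100 µM nifuroxazide control wells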
The depositor's hits bear a star; / = no result given; & = joins results of further samples. Compounds were not picked by outcome; about 6.1% have a hit in one of these screens.

SMILES | STAT1 inh | TLR4-MyD88 BLA | G6PDH CS | Diaph inh CS | STAT1 activator | STAT3 activator | Hsp70 act | Diaphorase act | APP transl inh | STAT3 inh
CC(C)(C)C(=O)NC(=S)Nc1ccccn1 | -4.2 | 7.8 | 1.1 | 20.7 | 102.6 | 96.4 | 0.1 | 0.8 | -0.2 | 11.9
Cn1cc(S(=O)(=O)c2ccccc2)n(C)c1=O | -1.3 | -3.3 | 12.4 | 22.2 | 99.5 | 103.1 | 0.0 | 0.8 | -3.7 | 7.2
O=C(N/N=C/c1cccs1)c1cccc(S(=O)(=O)Nc2ccc(Cl)cc2)c1 | -8.9 | -8.4 | 20.5 | 1.4 | 107.2 | 101.4 | -0.1 | 1 | 21.5 | 5.6
Cc1cc2c(ncn2C)c(NS(=O)(=O)c2cc(Cl)ccc2Cl)c1C | 9.2 | 1.2 | -14.3 | 16.2 | 91.9 | 102.7 | -0.4 | 0.8 | -11.9 | -0.6
O=C(OCc1cc(Cl)ccc1OC(F)F)c1cccnc1 | 1.6 | 7.5 | 3.3 | 10.6 | 98.2 | 100.4 | 0.0 | 0.9 | 23.3 | 3.5
CC(=O)Nc1cccc(NC(=O)c2cc(Cl)ccc2Cl)c1 | 9.9 | 0.3 | -1.2 | 14.4 | 90.3 | 105.8 | -0.2 | 0.9 | 4.5 | 5.8
COc1cccc(C2=Nn3c(nnc3-c3ccccc3O)SC2)c1 | 9.6 | -0.6 | -44.4 | 6.9 | 91.1 | 92.0 | 0.3 | 0.9 | -3.2 | 12.7
O=C(Nc1cccc(-c2nc3ccccc3c(=O)o2)c1)c1ccccc1 | 5.4 | 15.5 | 2.7 | -3.6 | 93.9 | 97.7 | -0.3 | 1 | -17.3 | 4.4
CCN(CC)CCOc1cc2c(nn1)Oc1ccccc1N2C | -11.9 | 2.5 | 2.5 | 5.7 | 110.8 | 93.6 | 0.1 | 0.9 | 1.3 | 8.2
O=C(CCl)N(C/C=C/c1ccccc1)c1ccc2c(c1)OCCO2 | 9.9 | 0.0 | 7.7 | 8.5 | 89.7 | 80.8 | 0.0 | 0.9 | -18.8 | 26.1
CCSc1nc2c(c(=O)n(C)c(=O)n2C)n1Cc1ccc(Cl)cc1 | 8.2 | -1.4 | / | / | 92.4 | 98.0 | -0.1 | / | -8.8 | 7.2
CCO[C@H]1OC(C(=O)O)=C[C@@H](C)[C@@H]1CCCO | 8.7 | -0.4 | 15.0 | 3.2 | 93.3 | / | -0.3 | 1 | 3.9 | /
CCN(CC)S(=O)(=O)c1cccc(-c2nnc(SCC(N)=O)n2CCc2ccccc2)c1 | -1.3 | -2.4 | 3.5 | 11.5 | 101.2 | 109.3 | -0.2 | 0.9 | -8.2 | -4.4
COC(=O)c1ccc(NC(=O)CCN2CCCCC2)cc1 | 6.2&-6.8 | -5.4&1.4 | 8.4&-21.5 | 8.2&13.3 | 93.2&106.1 | 78.1&101.1 | 0.1&-0.3 | 0.9&0.9 | -31.1&2.3 | 31.5&3.6
Cc1ccccc1CSc1nc2[nH]ncc2c(=O)[nH]1 | -3.7 | -0.9 | 1.4 | 2.6 | 104.1 | 98.9 | -0.5 | 1 | 0.9 | 2.0
CCC1CCCCN1Cc1cc(OC)c(O)c([N+](=O)[O-])c1 (centres undefined) | -11.5 | 0.5 | -2.4 | 9.5 | 110.3 | 87.8 | 0.1 | 0.9 | 6.9 | 21.8
COC(=O)C1CCN(C(=O)C23CCC(C)(C(=O)O2)C3(C)C)CC1 (centres undefined) | -1.0 | -13.2 | 9.9 | -12.7 | 103.6 | 105.5 | -0.6 | 1.1 | -4.7 | -5.2
Cc1ccc(S(=O)(=O)N2CCC(C(=O)N(C)C3CCS(=O)(=O)C3)CC2)cc1 (centres undefined) | -14.0 | -0.9 | -2.7 | 6.3 | 116.6 | 98.8 | -0.3 | 0.9 | 11.0 | 1.5
Cc1c(C(=O)NNc2cc(=O)n(C)c(=O)n2C)cccc1[N+](=O)[O-] | -3.4 | 3.2 | 7.0 | 13.8 | 101.8 | / | -0.2 | 0.9 | 14.4 | /
COc1ccc(CN(C)CC(=O)Nc2ccc(Cl)cc2C(F)(F)F)c(OC)c1 | 0.6 | 7.4 | -4.5 | 22.0 | 99.6 | 106.5 | -0.2 | 0.8 | 0.8 | -9.6
CN1CC2([N+](=O)[O-])CC=C(Oc3ccccc3)C([N+](=O)[O-])(C1)C2 (centres undefined) | -4.5 | -4.0 | 8.7 | 1.0 | 104.1 | 98.6 | -0.2 | 1 | -18.1 | 5.2
C/C=C/c1ccc(OCCOc2cccc3cccnc23)c(OC)c1 | -2.5 | -7.4 | -1.2 | 12.2 | 102.2 | 92.1 | 1.2 | 0.9 | -12.8 | 11.9
CCc1ccccc1NC(=O)Cn1c(=O)n(-c2ccc(CC(=O)NCC3CCCO3)cc2)c(=O)c2ccccc21 (centres undefined) | -3.8 | 2.4 | -3.0 | 6.5 | 102.4 | 105.5 | -0.1 | 0.9 | -11.6 | -3.0
Cc1ccc(S(=O)(=O)N2CCN(C(=O)Cc3ccccc3)CC2)cc1 | 5.1 | -3.1 | 4.8 | 8.9 | 97.6 | 102.2 | -0.4 | 0.9 | 3.2 | -1.5
CN=C(Nc1ccc(Br)cc1)SC1CC(=O)N(c2ccc(OC)cc2)C1=O (centres undefined) | 0.2 | -0.8 | 9.3 | 33.0 | 100.0 | 97.0 | 0.2 | 0.7 | -17.5 | 11.6
O=C(c1ccc2c(=O)n(-c3ccccc3)c(=O)[nH]c2c1)N1CCCCC1 | 5.9 | 12.6 | -5.8 | 8.5 | 94.0 | 79.4 | -0.6 | 0.9 | 9.5 | 28.1
O/N=C(\COc1ccccc1O)c1ccccc1 | -5.0 | -10.1 | -1.7 | 8.9 | 104.6 | 97.3 | 0.0 | 0.9 | 6.5 | 8.2
COCCCn1nnnc1SCC(=O)N1CCCC1 | 3.5 | -18.2 | 4.2 | 3.5 | 96.8 | 104.2 | -0.1 | 1 | -8.0 | -0.2
COc1ccc([N+](=O)[O-])cc1NC(=O)c1cc(C)c(C)o1 | -10.4 | -7.2 | 3.0 | -15.4 | 109.0 | 109.3 | 0.2 | 1.2 | 3.2 | -8.9
COc1ccc(OC)c(-c2oc3ccccc3c(=O)c2O)c1 | -12.1 | -1.7 | -1.7 | 14.9 | 111.1 | 114.5 | 0.1 | 0.9 | -9.3 | -13.1
O=C1OC(Oc2ccccc2)(c2ccccc2)c2ccccc21 (centres undefined) | 1.0 | 0.4 | 1.6 | 9.7 | 99.1 | 102.0 | -0.1 | 0.9 | -7.3 | 2.5
CCc1ccc(NC(=O)CC2C(=O)N(c3ccc(C)cc3)C(=O)N2CCc2ccncc2)cc1 (centres undefined) | 3.5 | 1.1 | 5.0 | 17.3 | 97.3 | 107.0 | 0.1 | 0.8 | 7.7 | -8.0
CCCS(=O)(=O)N1CCCC(C(=O)NCCc2ccc(OC)c(OC)c2)C1 (centres undefined) | 8.1 | 16.3 | -7.3 | -0.5 | 92.6 | 109.7 | 0.4 | 1 | -5.3 | -4.8
Cc1ccc2cc(COC(=O)c3ccco3)c(=O)[nH]c2c1 | 7.8 | 2.1 | 1.5 | 5.6 | 92.8 | 109.4 | -0.4 | 0.9 | -10.1 | -4.7
CC(NC(=O)COC(=O)CCc1nc2ccccc2c(=O)[nH]1)c1ccccc1 (centres undefined) | 4.3 | 9.5 | 0.0 | -4.2 | 97.5 | 107.2 | 0.3 | 1 | -12.6 | -3.3
NNC(=O)CNC(c1ccccc1)c1cc(Br)ccc1NC(=O)c1ccccc1Br (centres undefined) | 4.6 | -9.6 | 8.9 | 4.4 | 95.8 | 101.0 | -0.2 | 1 | -17.6 | 5.9
COc1ccc(NC(=O)CN(C)S(=O)(=O)c2ccccc2)cc1OC | -4.5 | -7.5 | -8.8 | 16.4 | 111.7 | 101.6 | 0.1 | 0.8 | 11.8 | 0.3
COc1cc(NC(=O)COC(=O)c2cc(S(=O)(=O)N3CCCCC3)ccc2Cl)c(C)cc1[N+](=O)[O-] | 0.6 | 16.4 | 3.2 | 18.9 | 99.5 | 105.1 | -0.2 | 0.8 | -24.1 | 3.1
CCS(=O)(=O)N1CCN(C(=O)CC(C)C)CC1 | 7.6 | -12.7 | 0.1 | 1.5 | 93.0 | 100.0 | -0.4 | 1 | -27.2 | 4.3
COc1cccc(C(c2nnnn2Cc2ccccc2)N2CCN(C(=O)c3ccco3)CC2)c1OC (centres undefined) | -1.6 | -0.7 | 6.8 | 16.6 | 101.5 | 103.0 | 0.1 | 0.8 | -6.8 | 0.6
COc1ccc(C2CC(c3ccccc3)Nc3ncnn32)cc1 (centres undefined) | -1.8 | -15.4 | -9.7 | 2.5 | 101.6 | 97.2 | 0.0 | 1 | 13.6 | 8.6
O=C(NC(=S)N1CCCc2ccccc21)c1ccco1 | -15.8 | -26.2 | 2.9 | 2.1 | 114.9 | 135.3* | 0.5 | 1 | -28.9 | -44.6
CCn1ccnc1CN(C)Cc1cn(-c2ccc(C)cc2)nc1-c1ccc(F)cc1 | -4.2 | -10.8 | 7.9 | 7.7 | 103.8 | 98.5 | -0.4 | 0.9 | 10.1 | 7.5
CCN(CC)C(=O)Oc1ccc2c(=O)c(-c3ccccc3)coc2c1 | -26.1 | -6.6 | 4.5 | 6.1 | 123.9 | 88.2 | -0.1 | 0.9 | -43.8 | 18.0
Cc1cc(=O)n2nc(N3CCCC3C(=O)NCCCN3CCCCC3)sc2n1 (centres undefined) | -4.2 | -5.5 | -4.4 | 1.8 | 102.2 | 97.9 | -0.3 | 1 | -17.3 | 6.8
O=C1CN(C(=O)COC(=O)c2cccc(S(=O)(=O)NCc3ccccc3)c2)c2ccccc2N1 | -0.6 | 3.9 | 0.5 | 21.4 | 100.6 | 101.9 | -0.3 | 0.8 | -3.0 | 1.3

Complete entries, looked up by structure. Values in the order: STAT1 inh	TLR4-MyD88 BLA	G6PDH CS	Diaph inh CS	STAT1 activator	STAT3 activator	Hsp70 act	Diaphorase act	APP transl inh	STAT3 inh
COc1cc(NC(=O)COC(=O)c2cc(S(=O)(=O)N3CCCCC3)ccc2Cl)c(C)cc1[N+](=O)[O-] across the screens: 0.6	16.4	3.2	18.9	99.5	105.1	-0.2	0.8	-24.1	3.1
O=C1CN(C(=O)COC(=O)c2cccc(S(=O)(=O)NCc3ccccc3)c2)c2ccccc2N1 across the screens: -0.6	3.9	0.5	21.4	100.6	101.9	-0.3	0.8	-3.0	1.3
O=C(NC(=S)N1CCCc2ccccc21)c1ccco1 across the screens: -15.8	-26.2	2.9	2.1	114.9	135.3*	0.5	1	-28.9	-44.6
